Screening data deposited in PubChem by several laboratories.
West Nile virus CPE – West Nile virus antiviral activity, cell-based, CPE readout (AID 1621); West Nile virus-infected cells, CPE inhibition; higher % means a stronger effect; one-dose CPE inhibition, % at 10 µM; IC50 in µM for titrated hits; actives 0.02% (n = 290,000); in the data active = a potency from the dose series; inconclusive = CPE inhibition mostly from about 3.7% at the one dose, without a potency; inactive = the rest, 99 in 100 with CPE inhibition below about 2.2%; also: strong numbers were not always called active
T cell modulator – modulators of CD8 T cell-vesicle binding, primary screen, mouse 2C CD8+ T cells, flow cytometry; 2C CD8+ T cell-vesicle binding; stronger effect = lower value; calls only at 7 µM; actives 0.068% (n = 330,000);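 active = response, share of CD8 T cells binding vesicles, and their 90th percentile fluorescence all below set limits, cut at about 80% in these data, passing the limit was not always enough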
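Read-out – percent CD8+ FL2 mean versus row control · System – murine 2C transgenic CD8+ T lymphocytes · Times – 1.5 h cell–vesicle binding at 37 °C, then 20 min icy labelling · Control set – naked vesicles low, QL9 vesicles with vehicle high · Detection – cytometric PE anti-B7-1 and Alexa647 anti-CD8 signals after 1% paraformaldehyde fixation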
WT yeast gro inh – growth inhibition of WT strain, primary screen, mitochondrial fusion inhibitor project, WT and mutant strains, chemical genetic; mitochondrial fusion phenotypic screen; actives 2.1% (n = 190,000); AID 1362, 2008; inhibition, % at 10 µM; in the data active = inhibition above about 58%; tested in S. cerevisiae
Myeloid diff MLP – induction of myeloid progenitor differentiation, primary screen, cell-based, flow cytometry, MLPCN library; calls only at 10 µM; AID 624256, 2012; actives 1% (n = 360,000); ER-HoxA9 myeloid progenitors, lysozyme-GFP differentiation;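 active = normalized GFP-positive differentiation at or above the plate's own cutoff, the solvent-only control mean plus 3 SD; inconclusive = no clear call, values can overlap the other calls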;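 also: cells exposed to compound for four days before flow analysis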
Hep lipid drop – inhibitors of hepatocyte lipid droplet formation, primary screen, imaging, high-throughput imaging, BODIPY stain | AML12 mouse hepatocytes, oleate lipid droplets | AID 1656, 2009 | actives 0.4% (n = 240,000) | inhibition, % at 6.5 µM;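 active = lipid droplet intensity inhibited by at least 50%, with more than 500 cells counted; inconclusive = wells with under 300 cells, treated as cytotoxic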
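Test system: AML12 mouse liver cells; schedule: overnight exposure; technique: high-content imaging of BODIPY-stained droplets and DAPI nuclei; read-out: % inhibition of corrected integrated BODIPY droplet signal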
Autophagy HCS – autophagy modulators in MEF cells, primary screen, imaging, high-content, MEF GFP-LC3 | MEF GFP-LC3 puncta imaging; test concentration mostly 10 µM | calls only at 10 µM (by protocol) | AID 463193, 2010 | actives 0.98% (n = 190,000);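 active = percentage of spot-positive cells more than 3 SD above its plate mean, without a fluorescence outlier flag or 80% toxicity; inconclusive = no clear call, values can overlap the other calls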;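 also: spot-positive cell cutoff set from DMSO-treated cells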
Ins promoter up – insulin promoter activators in MIN6 cells, imaging, high-content screening, mouse beta cells | MIN6 insulin promoter-GFP reporter; stronger effect = higher value | z-score at 5 µM | actives 0.3% (n = 190,000);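 active = z-score above 3 at 5 µM with at least 500 cells counted in the well; inconclusive = wells under 500 cells, flagged as cytotoxic or low count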
MT stabilize HCS – microtubule stabilizers in HeLa cells, primary screen, imaging, high-content imaging | actives 0.83% (n = 200,000) | HeLa tubulin immunostaining HCS, 24 h; share of cells brighter than vehicle mean+2SD | % tubulin-high responders, % at 10 µM;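 active = plate Z-score above 3 for both tubulin-high and condensed-nucleus cell shares, with cell loss under 80%, at 10 µM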;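 also: anti alpha tubulin signal scored within the nucleus-defined area of each cell; some results filed as inactive read as strong as hits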
bCat nuc transl – modulators of beta-catenin nuclear translocation, primary screen, imaging, HeLa cells, immunofluorescence, high-content | nuclear translocation activity, % at 5 µM | actives 0.3% (n = 190,000) | AID 1665, 2009;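 active = nuclear translocation activity above 50% at 5 µM, with a well cell count of 50 or more; inconclusive = wells under 50 cells across six images, flagged as toxic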;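 also: per-cell ratio of nuclear to cytoplasmic median beta-catenin stain intensity; plate controls were DMSO negative control for no effect and GSK-3 inhibitor IX positive control for full effect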
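Test system: HeLa cells, endogenous beta-catenin; Compound: single 5 µM dose plus 0.02–20 µM confirmation series; Times: compound exposure 24 h at 37°C; Signal: fluorescence imaging of beta-catenin antibody stain plus DAPI; Read-out: % activation, nuclear-to-cytoplasmic median beta-catenin signal ratio per cell.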
WT yeast gro inh mutant strain – second read-out of WT yeast gro inh, no call of its own (marks repeat the call); inhibition, %; mitochondrial fusion phenotypic screen, mutant strain inhibition
Ins promoter up cell count – further read-out of Ins promoter up, marked with its call; cell count; measured here: cytotoxicity, nuclei count;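 total cells summed across four imaged fields per well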
Hep lipid drop cells 6.5 µM – further read-out of Hep lipid drop, marked with its call; cell count; measured here: cell count, cytotoxicity flag;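 cells counted across two imaged fields per well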
bCat nuc transl cell count 5 µM – recorded beside bCat nuc transl, whose call it bears; cell count; measured here: cell count, cytotoxicity flag
T cell modulator vesicle-bound % – recorded beside T cell modulator, whose call it bears; double positive events, %; measured here: CD8+ vesicle-bound cell fraction;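 binding gate set so that unloaded-vesicle control wells show 10% double positive cells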
MT stabilize HCS Hoechst-high % – also measured in MT stabilize HCS; calls as there; % Hoechst-high responders; measured here: nuclear condensation Hoechst responders;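 share of cells brighter than vehicle mean plus two SD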
MT stabilize HCS cytotoxicity % – second read-out of MT stabilize HCS, no call of its own (marks repeat the call); toxicity, %; measured here: cytotoxicity by cell density;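 0% = mean cell density of plate MIN control wells and 100% = no cells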
Autophagy HCS cell loss 18 h – further read-out of Autophagy HCS, marked with its call; toxicity, %; measured here: cell loss, nuclei count;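 cell loss after 18 h compound exposure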
Myeloid diff MLP GFP+ MAC1+ % – also measured in Myeloid diff MLP; calls as there; GFP+ MAC1+ double positive, %; measured here: differentiation confirmed by MAC1 staining
Starred values were filed as active, the others as inactive; i = inactive; ? = inconclusive; . = not tested or not shown; + = active, no number.

SMILES,Autophagy HCS,WT yeast gro inh mutant strain,MT stabilize HCS cytotoxicity %,West Nile virus CPE,Hep lipid drop cells 6.5 µM,T cell modulator vesicle-bound %,T cell modulator,Autophagy HCS cell loss 18 h,Ins promoter up cell count,MT stabilize HCS,bCat nuc transl,MT stabilize HCS Hoechst-high %,Myeloid diff MLP GFP+ MAC1+ %,Myeloid diff MLP,Ins promoter up,Hep lipid drop,bCat nuc transl cell count 5 µM,WT yeast gro inh
O=C(OCc1c(Cl)cccc1Cl)c1ccccn1,i,3,3.2,0.2%,.,43,i,7,1153,4.8,-4.2,1.6,0.9,i,0.85,.,1015,1
C/C(=N/NC(=O)c1nnn(-c2nonc2N)c1-c1ccccc1)c1ccncc1,.,.,.,-0.4%,830,34,i,.,.,.,.,.,0.0,i,.,-26,.,.
CCCN1C2CCCC1CC(NC(=S)Nc1cccc(C)c1C)C2 (stereo not drawn),.,.,.,0.4%,670,38,i,.,918,.,1.8,.,0.3,i,-0.62,6,1310,.
CCN(C(=O)COc1ccc(C)nc1[N+](=O)[O-])C1CCS(=O)(=O)C1 (stereo not drawn),i,28,4.1,-0.1%,665,44,i,4,1367,4.2,.,2.6,0.2,i,0.12,12,.,8
CCN(CC)CCCNS(=O)(=O)c1ccc(OC)cc1,i,31,4.1,-0.4%,730,14,i,-1,1194,1.9,.,2.6,0.9,i,0.17,1,.,-9
COc1ccc(S(=O)(=O)N(C)CC(=O)O)c2ccccc12,i,1,5.1,-0.1%,768,41,i,-3,1232,3.5,-4.5,2.2,1.2,i,-0.72,0,1223,-16
CN1CCN(C(=O)C23CC4CC(CC(C4)C2)C3)CC1,i,8,19,-0.5%,612,51,i,44,1855,3.0,-2.4,2.9,.,.,-0.14,-14,1103,11
C[C@@]12C(=O)N(c3cccc(Br)c3)C(=O)N1[C@H](c1ccc(Cl)cc1)[C@@H]1C(=O)N(C3CCCCC3)C(=O)[C@@H]12,.,.,.,-0.3%,829,20,i,.,.,.,.,.,1.8,i,.,0,.,.
CC(C)c1ccc(NC2CCCN(C(=O)c3cnsn3)C2)cc1 (stereo not drawn),.,.,.,0.3%,708,8,i,.,.,.,.,.,1.1,i,.,7,.,.
O=[N+]([O-])c1ccc(/C=N/NC(=S)Nc2ccccc2F)o1,i,1,6.7,-1.3%,680,10,i,-5,1487,4.2,-0.9,1.1,0.1,i,-0.02,6,1115,24
CN1C(=O)NC(c2ccccc2)C2=C1CN(c1ccc3ccccc3c1)C2=O (stereo not drawn),i,-8,12,0.1%,.,47,i,-31,1416,2.0,-0.8,2.0,0.7,i,-0.79,.,957,-17
CN(C)CCCNCCCNC(=O)/C(=N\O)c1ccccc1,.,.,.,0.3%,691,8,i,.,1079,.,-0.2,.,.,?,-0.64,7,1264,.

Taken from above:
For T cell modulator vesicle-bound %, CN(C)CCCNCCCNC(=O)/C(=N\O)c1ccccc1 shows 8
For Hep lipid drop, C/C(=N/NC(=O)c1nnn(-c2nonc2N)c1-c1ccccc1)c1ccncc1 shows -26
For Ins promoter up cell count, CN1CCN(C(=O)C23CC4CC(CC(C4)C2)C3)CC1 shows 1855

(more compounds)
SMILES,Autophagy HCS,WT yeast gro inh mutant strain,MT stabilize HCS cytotoxicity %,West Nile virus CPE,Hep lipid drop cells 6.5 µM,T cell modulator vesicle-bound %,T cell modulator,Autophagy HCS cell loss 18 h,Ins promoter up cell count,MT stabilize HCS,bCat nuc transl,MT stabilize HCS Hoechst-high %,Myeloid diff MLP GFP+ MAC1+ %,Myeloid diff MLP,Ins promoter up,Hep lipid drop,bCat nuc transl cell count 5 µM,WT yeast gro inh
CC(NC(=O)C12CC3CC(CC(C3)C1)C2)c1ccc2c(c1)OCCO2 (stereo not drawn),i,-10,2.4,-0.2%,753,14,i,2,.,2.7,.,1.9,0.9,i,.,22,.,-15
CCn1c(CCc2ccccc2)nnc1SCC(N)=O,.,.,.,-0.4%,866,63,i,.,.,.,.,.,0.6,i,.,4,.,.
Cc1cc(C)c(S(=O)(=O)Nc2ccc(O)c(Sc3ncn[nH]3)c2)cc1C,.,.,.,0.5%,820,46,i,.,.,.,.,.,1.5,i,.,-5,.,.
CCOC(=O)c1cc2occc2n1Cc1c(F)cccc1Cl,i,-4,7.0,0.1%,746,39,i,-2,1318,0.9,3.3,1.5,1.6,i,-0.42,23,1119,2
CC(=C/c1ccccc1)/C=N/NC(=O)c1cc(C)oc1C,i,15,2.7,-0.6%,638,40,i,30,1367,4.5,3.6,2.7,0.8,i,-0.28,7,1164,14
CCP(=O)(CC)c1cccc(N)c1,i,14,5.9,0.1%,.,36,i,-5,1041,6.0,-1.5,3.6,0.3,i,0.14,.,1159,8
O=C(NCc1ccc2c(c1)OCO2)c1nn2cccnc2c1Cl,i,4,1.6,0.0%,749,35,i,5,1333,2.5,1.5,1.7,1.1,i,0.6,-19,1169,4
CCOC(=O)C1C(c2ccccc2Cl)NC(=O)N(C)C1(O)C(F)(F)F (stereo not drawn),i,18,8.3,-0.3%,.,4,i,-1,1410,1.9,-1.3,1.6,4.6*,+,-0.02,.,829,5
Cc1cc(-c2ccc(C(C)C)c(S(=O)(=O)Nc3cc(C)on3)c2)on1,.,.,.,0.6%,712,31,i,.,.,.,.,.,3.4,i,.,23,.,.
O=C(Nc1cccc(S(=O)(=O)N2CCCCCC2)c1)c1ccc2c(c1)OCO2,i,10,10,0.3%,634,45,i,-8,1336,3.4,0.0,2.2,1.2,i,0,5,964,39
Cc1ccc(S(=O)(=O)N2CCCC(C(=O)NC3CCCC3)C2)cc1Cl (stereo not drawn),.,.,.,-1.3%,856,15,i,.,.,.,.,.,0.2,i,.,-3,.,.
CC1(C)Cc2cccc(OCC(=O)Nc3cccnc3)c2O1,i,-9,11,0.0%,.,13,i,-3,1416,3.1,-0.5,2.9,3.0,i,0.44,.,1449,7
Cc1ccccc1NC(=S)N1CCN(c2ccccc2C)CC1,.,.,.,-0.6%,802,17,i,.,.,.,.,.,0.9,i,.,1,.,.
Cc1onc(-c2c(F)cccc2Cl)c1C(=O)OCC(=O)NCc1ccco1,i,5,7.7,-0.2%,746,34,i,8,1199,5.4,-3.6,2.5,1.1,i,-1.1,-7,1217,21
O=C(CNC(=O)c1cccs1)NCCN1CCC(Cc2ccccc2)CC1,i,5,0.8,0.2%,656,33,i,6,1564,2.5,3.0,2.9,.,.,0.32,7,1058,-3
Nc1ccc2c(c1)CC(=O)c1ccccc1S2,i,10,9.4,0.0%,723,49,i,-1,.,5.9,-0.5,2.5,1.3,i,?,-20,478,0
Cc1ccc2c(c1)N(C(=O)CCC(=O)NCCCN1CCC(Cc3ccccc3)CC1)CCO2,.,.,.,-1.1%,787,29,i,.,.,.,.,.,8.6,i,.,-9,.,.
CCc1ccc(-n2cc(-c3ccc(F)cc3)[n+]3c2SCCC3)cc1,i,-12,4.9,-1.1%,621,13,i,14,.,4.4,0.9,3.1,0.6,i,?,-23,1088,11
COC(=O)c1ccc(OCC(O)CN2C(=O)c3ccccc3S2(=O)=O)cc1 (stereo not drawn),i,6,4.2,-0.2%,721,43,i,-9,1486,5.4,0.7,2.2,0.1,i,0.17,5,1526,5
Cc1onc(-c2c(F)cccc2Cl)c1C(=O)OCN1C(=O)c2ccccc2C1=O,i,-9,4.3,0.0%,.,2,i,0,1190,2.5,-5.0,1.4,0.7,i,0.08,.,1023,-5
CCCNC(=S)NCc1ccc(Cl)cc1,i,7,4.6,-0.9%,631,54,i,-1,.,6.4,-0.9,2.0,2.9,i,.,-24,917,-13
Cc1ccc(C2Nc3ccccc3C(=O)N2Cc2ccco2)cc1 (stereo not drawn),i,-18,17*,0.1%,.,41,i,-13,1567,18*,4.7,17*,0.0,i,1,.,1393,-19
COc1ccc(OC)c(NS(=O)(=O)c2cccc3cccnc23)c1,.,.,.,-0.7%,843,13,i,.,.,.,.,.,1.5,i,.,7,.,.
Cc1ccc(NC(=O)/C=C/c2ccc3c(c2)OCO3)nc1,i,-18,0.2,1.2%,601,36,i,4,1397,1.2,3.2,3.4,0.7*,+,0.02,-5,1043,-4
CC1(C)CC(=O)CC2(C1)NCC(c1ccccc1Cl)c1c2[nH]c2ccccc12 (stereo not drawn),i,-17,5.0,0.1%,663,50,i,2,1146,3.9,-2.6,2.2,0.1,i,-0.83,-4,1108,-2
Cc1ccc(Nc2nc(NCC3CCCO3)nc(N)c2[N+](=O)[O-])cc1 (stereo not drawn),i,-5,6.9,0.8%,731,40,i,-1,1244,2.5,-0.6,2.0,0.5,i,-1.6,27,1064,-7
